Screening results deposited in PubChem BioAssay by several laboratories.
hgDAF12 agonist: H. glycines DAF-12 receptor agonists, primary screen, cell-based, luminescence, HEK293, GAL4 fusion, UAS-luciferase. HEK293 GAL4-hgDAF12 UAS-luciferase reporter, agonist luminescence; normalized to butyrate control. 1.8% of 370,000 active. activation, % at 6.8 µM. AID 687014, 2013. Nuclear hormone receptor DAF-12 (Heterodera glycines), GAL4 fusion;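 active means activation above a cutoff set at the mean of all screened compounds plus 3 SD, cut at about 10% in these data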;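 further: 0% = DMSO wells and 100% = sodium butyrate wells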
GAA850 FXN act: FXN promoter activators, primary screen, cell-based, luciferase luminescence, HEK293 lucGAA850. HEK293 lucGAA850 FXN promoter luciferase reporter, 24 h; percent of 10 µM SAHA response. AID 540364, 2011. 0.56% of 360,000 active. activation, % at 6 µM;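 active means activation above the average of all compounds screened plus 3 SD, cutoff fixed separately per campaign, cut at about 7.5% in these data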;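 further: 0% = DMSO wells and 100% = 10 µM SAHA wells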
DAX1 inh-1: DAX1 (NR0B1) inhibitors, primary screen, cell-based, HEK293, Gal4-DAX1, luciferase luminescence | HEK293 Gal4-DAX1 luciferase reporter | inhibition, % at 6.75 µM | 0.99% of 340,000 active | AID 504766, 2011;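 active means inhibition above the mean over all tested compounds plus 3 SD, cut at about 4.2% in these data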;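 further: 0% = DAX1-transfected cells with DMSO and 100% = empty-vector control cells with DMSO; inhibition shows as a rise in luminescence from relieved DAX1 repression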
Target sequence (P51843 207-470 limits assumed): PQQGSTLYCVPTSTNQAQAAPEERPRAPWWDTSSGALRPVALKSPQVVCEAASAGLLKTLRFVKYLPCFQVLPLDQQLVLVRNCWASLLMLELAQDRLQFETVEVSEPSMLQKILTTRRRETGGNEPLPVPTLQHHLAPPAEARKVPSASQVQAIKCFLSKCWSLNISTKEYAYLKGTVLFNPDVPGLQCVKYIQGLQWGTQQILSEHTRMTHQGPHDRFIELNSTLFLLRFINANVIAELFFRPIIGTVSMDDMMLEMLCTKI
Rev-erbA mod: modulators of Rev-erb alpha DNA binding, primary screen, biochemical, FITC-DNA, fluorescence polarization, uHTS; Nuclear receptor subfamily 1 group D member 1 (Homo sapiens), P20393; 0.79% of 370,000 active; AID 1259318, 2017; Rev-erbα–FITC-DNA binding, 90 min; activity, % at 10 µM;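 active means activity above about 14%, limit read from the data; passing the limit was not always enough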;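 further: 0% = DMSO wells with 35 nM protein and 100% = DMSO wells with 750 nM protein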
Target sequence (P20393 whole entry, looked up): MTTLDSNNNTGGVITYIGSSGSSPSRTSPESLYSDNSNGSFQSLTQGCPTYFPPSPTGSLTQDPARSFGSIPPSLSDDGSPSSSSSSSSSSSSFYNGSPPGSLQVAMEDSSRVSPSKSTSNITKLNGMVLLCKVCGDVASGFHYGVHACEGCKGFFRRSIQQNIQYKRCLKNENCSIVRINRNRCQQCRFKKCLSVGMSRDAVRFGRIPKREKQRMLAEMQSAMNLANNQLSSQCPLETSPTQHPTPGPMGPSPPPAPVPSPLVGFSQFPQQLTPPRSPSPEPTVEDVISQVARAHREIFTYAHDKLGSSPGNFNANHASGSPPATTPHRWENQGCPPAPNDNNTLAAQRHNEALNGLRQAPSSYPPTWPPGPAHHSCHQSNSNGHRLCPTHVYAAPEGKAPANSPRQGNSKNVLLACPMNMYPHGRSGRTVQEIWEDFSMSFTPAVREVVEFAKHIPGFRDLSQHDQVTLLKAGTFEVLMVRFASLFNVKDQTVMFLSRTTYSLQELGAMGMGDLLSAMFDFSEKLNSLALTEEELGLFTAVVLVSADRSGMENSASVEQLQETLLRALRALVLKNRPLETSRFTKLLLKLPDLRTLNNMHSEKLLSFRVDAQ
PLC-beta3 inh: human PLC-beta3 inhibitors, primary screen, biochemical, fluorescence. 1-phosphatidylinositol 4,5-bisphosphate phosphodiesterase beta-3 (Homo sapiens), Q01970. Purified PLC-beta3, fluorogenic substrate. inhibition, % at 12.2 µM. 0.18% of 370,000 active. AID 720704, 2013; in the data active means inhibition above about 11%;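 further: 0% = median of compound wells on plate and 100% = full blocker control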
hcDAF12 agonist: H. contortus DAF-12 nuclear receptor activators, primary screen, cell-based, luminescence, HEK293, lit1-tk-luc reporter; HEK293 hcDAF-12 lit1-tk-luc reporter; 0% DMSO, 100% Δ7-dafachronic acid; activation, % at 6.8 µM; 1.4% of 370,000 active; AID 652067, 2013;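 active means activation above the mean of all tested compounds plus 3 SD, cut at about 5.5% in these data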;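 further: 100% = response to 3 µM Δ7-dafachronic acid high control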
DAX1 inh-2: DAX1 (NR0B1) inhibitors on StAR promoter, primary screen, cell-based, luminescence, SF-1 (NR5A1), full-length DAX-1. HEK293T StAR-luciferase reporter, SF-1/DAX-1 repression relief. inhibition, % at 6.8 µM. 1.1% of 370,000 active. AID 652010, 2013;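 active means inhibition above the mean over all tested compounds plus 3 SD, cut at about 3.6% in these data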;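 further: 0% = DAX-1 cells with DMSO and 100% = cells lacking DAX-1 with DMSO; higher inhibition means more luminescence from relief of DAX-1 repression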
ssDAF-12 act: S. stercoralis DAF-12 nuclear receptor activators, primary screen, cell-based, luminescence, HEK293, GRIP1 co-expression, lit1-tk-luc | activation, % at 6.8 µM | HEK293 ssDAF-12/GRIP1 lit1-tk-luc reporter; % of 3 µM dafachronic acid response | 1% of 370,000 active | Nuclear hormone receptor DAF-12 (Strongyloides stercoralis);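 active means activation above the mean over all tested compounds plus 3 SD, cut at about 0.9% in these data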;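 further: 0% = DMSO-only wells and 100% = 3 µM delta7-dafachronic acid wells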
SMARCA2 act: SMARCA2 (BRM) function activators, primary screen, cell-based, luminescence, high throughput; activation, % at 9.1 µM; AID 652017, 2013; MG213 cells, MMTV-luciferase reporter, dexamethasone, overnight; 1% of 370,000 active; in the data active means activation above about 7.8%;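 further: 0% = vehicle wells and 100% = reference activator wells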
PG9 Ab binder: binders of HIV-1 gp120 antibody PG9, primary screen, biochemical, TR-FRET. HIV-1 gp120 / PG9 antibody interaction. TR-FRET gp120-PG9 antibody binding. inhibition, % at 6.7 µM. 0.43% of 360,000 active. AID 624416, 2012; in the data active means inhibition above about 8.5%
sPLA2-III inh: human group III sPLA2 inhibitors, primary screen, biochemical, QFRET, BODIPY PC-A2 liposome substrate. inhibition, % at 12.2 µM. Group 3 secretory phospholipase A2 (Homo sapiens), Q9NZ20. QFRET BODIPY PC-A2 liposome hydrolysis, fluorescence. AID 743126, 2013. 0.56% of 370,000 active;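 active means inhibition above mean plus 3 SD of compounds lying within the high and low control bounds, cut at about 19% in these data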;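 further: 0% = median of test compound wells and 100% = no enzyme DMSO wells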
Numbers without * were called inactive; / = no result given.

canonical_smiles	hgDAF12 agonist	GAA850 FXN act	DAX1 inh-1	Rev-erbA mod	PLC-beta3 inh	hcDAF12 agonist	DAX1 inh-2	ssDAF-12 act	SMARCA2 act	PG9 Ab binder	sPLA2-III inh
COc1cc(C(=O)Oc2cc(C)cc(C)c2)cc(OC)c1OC	0.5	-1.7	-0.1	-2	1	-0.3	0.1	-0.7	-1	0.1	-3
COc1ccc(NC(=O)CSc2nc(N)cc(N)n2)cc1S(=O)(=O)N1CCCCC1	-1.4	-0.5	1.4	2	-1	-0.3	0.0	-0.6	0	-1.5	-5
Cc1cc(C)cc(NC(=O)CN2CCN(C(=O)C3CCCO3)CC2)c1 (stereo not given)	6.2	0.2	-0.5	-4	-2	-1.8	-0.6	-1.0	2	-0.3	6
Cc1ccc2nc(-c3cccnc3)c(NC3CCCC3)n2c1	-2.3	-2.4	-0.8	1	-52	-1.3	-0.5	-1.4	-2	-5.9	5
CSc1nnc(-c2ccccc2)c(=O)[nH]1	-0.9	1.0	-0.2	-4	1	-0.4	-0.7	-0.7	-3	0.1	0
Cc1onc(-c2ccccc2)c1C(=O)Nc1ccc(Cl)cn1	2.9	1.3	-0.8	0	-3	-2.0	-2.2	-1.5	0	-0.4	1
COP(=O)(OC)C(NC(=O)OCc1ccccc1)C(C)C (stereo not given)	0.2	/	/	7	4	-0.6	-0.2	-0.1	0	/	1
CC1=NNC(=O)C1CCC(=O)N/N=C/C=C/c1ccccc1 (stereo not given)	0.6	0.0	0.2	-6	-18	1.0	-0.7	-1.7	3	-1.5	1
C=CCn1c(SCC(=O)NCc2ccc3c(c2)OCO3)nnc1C1CCCCC1	-2.7	-1.7	0.1	1	3	-0.9	-0.2	-0.9	1	1.9	-1
Cc1ccccc1NC(=O)c1cccc(NC(=O)c2ccco2)c1	-0.7	2.1	0.4	2	5	-2.0	-0.7	-1.7	-3	-1.9	-1
COc1cc(/C=N/NC(=S)NC(C)C)ccc1OCC(=O)Nc1c(C)cc(C)cc1C	-1.4	0.8	0.0	8	0	-0.9	-0.7	-1.5	0	-2.6	3
Oc1cccc(/C=N/Nc2cc(N3CCOCC3)nc(N3CCOCC3)n2)c1	-5.7	2.3	-0.8	-1	-34	-4.9	-1.2	-1.6	4	-0.9	1
OC1c2c(F)cccc2N=C2CCCCN21 (stereo not given)	-0.3	-0.2	/	1	-402	1.4	0.0	-1.0	-3	-0.1	1
O=C(NCCNC(=O)c1ccco1)c1ccc(F)cc1	7.9	0.7	0.3	2	-4	-0.1	0.0	-1.0	1	0.6	2
CC(C)CCNC(=O)CN(C(=O)Cn1nnc(-c2ccc(F)cc2)n1)C1CCCC1	-3.2	-1.1	1.1	4	0	-0.1	-1.0	-1.2	-1	0.7	2
C#CCNC(=O)C[C@H]1C[C@@]2(C(=O)OC)C(=C[C@H](C(C)C)O[C@@H]2C2CC2)N(Cc2ccc(Cl)cc2Cl)C1=O	3.2	/	/	0	2	1.2	-0.9	-1.0	-2	/	0
CCOc1cccc(C(=O)NCc2ccccc2)c1	3.5	1.1	-1.2	2	4	-2.5	-0.4	-1.6	0	-1.1	1
CCCCOC(=O)c1cc(Cl)c(O)c(OC)c1	-1.2	1.0	0.3	3	0	-1.5	-0.2	-1.0	0	-0.6	-3
O=C(Nc1ccccc1)Nc1sccc1-c1nc2ccccc2s1	2.5	-0.5	/	1	-348	-0.1	0.1	-1.0	-3	0.4	-5
Cc1ccc2cc(C)c(N3CCN(c4ccccn4)CC3)nc2c1	-2.5	2.0	-0.8	0	-12	-0.5	0.8	-2.1	3	0.0	-5
CC1CCCCN1CCCNC(=O)Cn1ncc2c([nH]c3ccccc32)c1=O (stereo not given)	3.4	1.3	1.3	-3	-8	0.1	0.5	-0.8	1	0.4	0
Cc1nccn1-c1ncnc2sc3c(c12)CCCC3	-0.4	2.8	2.3	-1	-3	-1.1	0.6	-1.1	-1	-0.4	-4
C=CCC[C@H](Cc1ccc(F)cc1)C(=O)OC[C@@H](NC(=O)[C@@H](CC=C)CC(=O)N[C@@H](CO)Cc1ccccc1)C(C)(C)C	-1.4	-3.5	-0.2	5	2	2.2	-0.6	-1.1	1	-0.5	-27
O=C1c2ccccc2C(=O)N1CC1c2ccccc2CCN1S(=O)(=O)c1ccccc1 (stereo not given)	-2.0	0.4	-1.2	-5	0	-1.4	-0.6	-1.4	-4	-0.8	-4
Cc1cccn2cc(CSc3ccccc3N)nc12	12*	0.2	1.1	-4	0	3.2	4.0*	-0.4	4	-4.2	7
COc1cc(OC)cc(-c2sc3ccc(OC)cc3c2C#CC2(N)CCCCC2)c1	2.3	-1.1	0.1	-2	-91	0.2	-0.1	-0.6	1	-0.8	1
COc1ccc(Cl)cc1Nc1nnc(-c2ccncc2)s1	0.4	-1.6	0.0	-33	-18	1.5	0.1	-0.6	-4	2.6	6
C#CCSc1nnnn1-c1cccc(Cl)c1	1.9	-1.5	4.3*	-8	-4	-2.4	-0.5	-1.6	-1	-1.4	3
Fc1ccc(CNC(=S)Nc2cccc(C(F)(F)F)c2)cc1	-0.3	2.2	-0.3	1	0	-1.2	-0.9	-1.5	2	-0.6	-5
COc1ccc([N+](=O)[O-])cc1NC(=O)CSc1ccccc1	-0.3	-0.5	-0.3	-2	4	-1.8	-1.0	-1.3	1	-2.2	-4
CCC(=O)Oc1ccc(C(=O)Nc2cccc(C(=O)NCC(C)C)c2)cc1	-0.2	-2.1	4.7*	-7	0	-0.6	0.5	-0.8	-4	-3.4	-9
COc1ccc2c(c1)[nH]c1c(=O)n(Cc3ccccn3)cnc12	-0.1	0.6	2.5	3	3	1.8	-0.3	-1.2	-1	0.2	1
O=C(c1ccccc1)N(Cc1cccnc1)C1(C(=O)Nc2ccccc2)CCCCC1	1.6	-2.1	-0.3	-3	3	1.0	-0.6	-1.4	-4	0.4	8
COc1ccc(-c2csc(N3CCN(S(=O)(=O)c4ccc5c(c4)NC(=O)CO5)CC3)n2)cc1	3.0	1.3	-0.9	4	-6	-2.5	-1.2	-1.5	-3	-0.8	-10
O=C(Nc1cccc(C(=O)Nc2ccccc2C(=O)O)c1)c1cccc(Cl)c1	1.0	0.1	-1.2	7	-15	-1.2	0.8	-0.9	-1	0.6	-18
FC(F)(F)c1ccccc1NC(=S)N1CCN(c2ccccn2)CC1	-2.1	-2.5	1.3	-3	1	-1.6	-0.3	-1.2	-2	0.8	5
CC(C)(C)c1ccc(C(=O)N2CCC(C(=O)NC3CC3)CC2)cc1	0.8	2.0	0.8	2	-4	0.1	0.2	-0.7	2	0.7	2
CNc1cccc(-c2cccc(O)c2)n1	17*	1.4	/	-1	2	-0.1	1.9	-0.6	0	0.1	2
CC(=O)c1c(C)nn(C(=O)c2cccs2)c1C	-0.1	1.4	-0.2	-1	3	-0.9	0.8	-0.5	-1	-2.1	5
Cc1noc(C)c1S(=O)(=O)N(C)C[C@H]1Oc2ccc(NS(=O)(=O)c3ccc(F)cc3)cc2C(=O)N([C@H](C)CO)C[C@@H]1C	3.4	1.6	0.3	-3	0	-0.2	0.9	-0.6	-4	-0.4	-7
Cc1ccc(/C=C/S(=O)(=O)NCCC(=O)NCc2ccccc2F)cc1	0.4	0.5	1.0	-3	-4	-0.3	-1.3	-1.2	-3	0.6	3
Cc1cc(C)n(S(=O)(=O)c2cc(Cl)ccc2Cl)n1	2.0	1.8	-0.8	2	1	-1.5	-0.8	-0.5	2	-3.8	3
CC(C)c1ccc(/C=N/Nc2cc(N3CCOCC3)nc(N3CCOCC3)n2)cc1	0.1	5.7	-1.1	-2	-2	-0.1	-0.6	-1.5	5	-1.0	-2
Cc1ccc(N2C(=O)c3ccc(C(=O)Nc4cccnc4)cc3C2=O)c(C)c1	-0.6	1.7	-0.7	3	-2	-1.4	-0.4	-0.9	-3	2.3	-1
O=C(NC(CC(=O)N1CCN(c2ccccc2)CC1)c1ccccc1)c1ccccc1 (stereo not given)	-2.2	-1.8	1.7	5	-2	-1.5	-0.8	-1.8	0	-1.7	-4
C(=N\Nc1nc2ccccc2[nH]1)/c1cccc2nccnc12	0.5	-0.1	/	5	-8	1.8	-0.9	-1.3	-5	-8.3	6
CC(C)N(C)NC(=S)Nc1ccccc1	2.0	0.9	1.3	-1	2	0.7	0.0	0.1	-4	0.1	4
Cc1c(Cl)ccc2c1NC(=O)[C@]21[C@@H]2C(=O)N(Cc3ccccc3)C(=O)[C@@H]2[C@@H]2CCCN21	-0.8	0.4	1.0	1	-7	1.9	1.1	-0.2	-1	2.6	-18
NC(=O)c1cc([N+](=O)[O-])cc2c1C=Cc1ccccc1O2	-1.5	-1.1	-1.3	5	-13	-2.4	-0.9	-1.6	-2	-0.3	4
C=C(C)C1CC=C(C)/C(=N/NC(=O)COc2cccc(C)c2)C1 (stereo not given)	1.6	0.1	-1.7	-5	-1	-1.1	0.1	-1.0	-1	-1.9	-6
COc1cc2c(cc1OC)CN(CC(=O)Nc1ccccc1C#N)CC2	-2.6	1.2	-1.0	6	-64	1.2	-0.5	-0.8	1	0.6	-3
O=C(NC1CCCCCC1)C1CCN(C(=O)c2ccc(Br)cc2)CC1	-1.8	0.9	-0.6	2	-9	-0.9	-0.8	-1.3	-1	0.1	-1
CC(C)CN(C(=O)COC(=O)CCc1c[nH]c2ccccc12)C1CCS(=O)(=O)C1 (stereo not given)	1.4	0.2	0.0	1	0	-0.8	-0.1	-0.5	-2	-2.1	-38
CC(C)N1CC=C2C(C#N)=C(N)C(C#N)(C#N)C(c3ccccc3)C2C1 (stereo not given)	0.7	-1.9	-0.4	9	-438	-0.8	0.1	-1.2	2	-2.6	-22
Cn1c(N)c(C(=O)COC(=O)/C=C/c2ccccc2)c(=O)n(C)c1=O	-0.4	0.5	0.7	2	-3	-1.2	-1.6	-0.9	0	-2.7	-1
